PDI inh: blocks human protein disulfide isomerase activity; P07237; PDI insulin aggregation turbidity, A650, 90 min; inhibition, % at 10 µM; 350,000 compounds, 0.052% hits;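 active = mean inhibition across replicates of 30% or more, whatever share of single replicates reach that level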;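 also: absorbance from insulin aggregation driven by PDI reduction with DTT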
Target sequence (P07237 whole entry, looked up): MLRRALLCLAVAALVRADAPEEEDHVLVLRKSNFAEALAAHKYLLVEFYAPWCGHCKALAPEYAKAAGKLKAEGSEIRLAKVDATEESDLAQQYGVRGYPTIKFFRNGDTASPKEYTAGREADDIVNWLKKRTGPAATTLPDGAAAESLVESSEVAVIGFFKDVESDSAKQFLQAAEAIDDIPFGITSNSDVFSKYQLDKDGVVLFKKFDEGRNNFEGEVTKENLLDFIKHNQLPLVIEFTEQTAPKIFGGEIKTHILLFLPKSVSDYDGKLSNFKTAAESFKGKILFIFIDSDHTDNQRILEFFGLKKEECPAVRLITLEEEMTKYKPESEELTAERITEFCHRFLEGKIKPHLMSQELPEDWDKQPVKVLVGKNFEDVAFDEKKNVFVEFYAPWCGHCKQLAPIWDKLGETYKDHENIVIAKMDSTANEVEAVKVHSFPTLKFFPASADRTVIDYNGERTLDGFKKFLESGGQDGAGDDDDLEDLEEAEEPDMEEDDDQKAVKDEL
Vif inh: HIV Vif inhibition; HEK293T cells, Vif self-association by quenched fluorescence, imaging, 24 h; inhibition, % at 7.49 µM; 340,000 compounds, 0.35% hits; in the data active = inhibition above about 50%, passing the limit was not always enough; also: some results filed as inactive read as strong as hits
KKLEB cytotox: counter-screen for CF NF-kB inhibitors: cytotoxicity; AID 602141; 360,000 compounds, 0.36% hits; KKLEB CF airway cells viability, ATPlite luminescence, overnight; stronger effect = lower value; cells stimulated with P. aeruginosa culture filtrate; activity change (cytotoxicity), % at 5 µM;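 active = corrected activity change at or below -50% at 5 µM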
CaV13 FRET inh: Disruptors of the CACNA1D IQ motif to Ca2+-dependent inactivation inhibitor domain association, primary screening, Förster resonance energy transfer in intact living …; HEK cells, CFP/YFP FRET ICDI-IQ, plate reader, 10 min; percent FRET-ratio fall versus neutral wells; inhibition, % at 12.3 µM; 340,000 compounds, 0.098% hits;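 active = mean replicate inhibition of at least 30% and at least 1% of replicates passing that level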;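 also: 0% = median of the neutral control wells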
NR2E3 ag-1: activates human NR2E3 receptor. Q9Y5X4. CHO-S Gal4-NCOR/VP16-NR2E3 two-hybrid, luciferase. inhibition of corepressor binding, % at 3.98 µM. 360,000 compounds, 0.35% hits. AID 602229;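 active = inhibition above the mean of all tested compounds plus 3 SD, cut at about 70% in these data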;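 also: 0% = DMSO with NR2E3 transfected cells and 100% = cells lacking NR2E3 construct; higher means lower luciferase signal from less NR2E3 corepressor binding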
Target sequence (Q9Y5X4 whole entry, looked up, the tested form may be a part): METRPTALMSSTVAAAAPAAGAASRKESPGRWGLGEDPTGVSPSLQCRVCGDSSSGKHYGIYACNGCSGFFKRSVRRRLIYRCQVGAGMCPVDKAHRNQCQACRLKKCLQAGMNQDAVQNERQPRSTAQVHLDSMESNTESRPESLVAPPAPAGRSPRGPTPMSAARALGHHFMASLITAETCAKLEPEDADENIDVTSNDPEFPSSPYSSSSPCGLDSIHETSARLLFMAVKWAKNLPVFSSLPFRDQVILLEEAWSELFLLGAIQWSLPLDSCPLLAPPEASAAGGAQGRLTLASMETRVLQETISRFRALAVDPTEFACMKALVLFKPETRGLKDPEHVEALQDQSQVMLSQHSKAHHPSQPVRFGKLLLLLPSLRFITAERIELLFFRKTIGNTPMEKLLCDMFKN
TRPM1 prom inh: reduces MITF-dependent TRPM1 promoter luciferase signal; AID 488899; 330,000 compounds, 0.83% hits; inhibition, % at 12.5 µM; SK-MEL-5 TRPM1 promoter luciferase, 24 h;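 active = mean inhibition across replicates of 60% or more, whatever share of single replicates reaches that level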; also: values of inactives mirror those of a sister screen read the other way
Shn3 3UTR inh: reduces Shn3 3'UTR luciferase signal in osteoblasts | Clone20 osteoblast Shn3 3'UTR firefly luciferase, 24 h | inhibition, % at 12.5 µM | 360,000 compounds, 0.52% hits;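 active = mean inhibition of at least 75% with every replicate also reaching 75%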;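 also: 0% = median of neutral control wells and 100% = pilot-screen positive control compound; some compounds past the cut are filed as inactive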
CF NFkB inh: blocks PAF-induced NF-kB reporter in cystic fibrosis cells; KKLEB NF-kB-GFP reporter, GFP fluorescence overnight; 360,000 compounds, 0.86% hits; AID 588850; inhibition, % at 5 µM;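 active = at least 50% inhibition at 5 µM, scaled per plate between neutral and stimulator controls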;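 also: PAF is a Pseudomonas aeruginosa culture filtrate used as stimulus; plate controls were PAF-stimulated DMSO wells for no effect and unstimulated DMSO wells for full effect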
NR2E3 ag-2: activates human photoreceptor nuclear receptor NR2E3 | Q9Y5X4 | GST-NR2E3/biotin-RetCOR TR-FRET, 1536-well | inhibition of corepressor binding, % at 4.78 µM | 320,000 compounds, 0.12% hits | AID 2300;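 active = percent inhibition above the cutoff of mean plus 3 SD of all tested compounds, set per screening campaign, cut at about 20% in these data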;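 also: 0% = DMSO wells and 100% = biotin wells as full block of FRET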
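System: GST-NR2E3 and biotin-RetCOR proteins; probe or stimulus: 7 nM biotin-RetCOR; doses: compound at 4.8 µM, single dose; schedule: Compound–protein incubation for 5 h at 4 °C; detection: time-resolved FRET; read-out: percent inhibition; controls: biotin wells as high control, 0.6% DMSO wells as low control; format: 1536-well plates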
HIF-2a inh: HIF-2a inhibition. 786-0 RCC cells HIF-2a reporter, luciferase luminescence, overnight. inhibition, % at 18.8 µM. 360,000 compounds, 0.72% hits. AID 624352;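 active = inhibition of the luminescence signal of 40% or more relative to plate controls, in a single-dose primary screen at 18.75 µM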
Peg3 prom inh: Peg3 promoter activity inhibition; inhibition, % at 20 µM; 360,000 compounds, 1.7% hits; HeLa PEG-Prom luciferase reporter, luminescence, overnight;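 active = inhibition of at least 50% at 20 µM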
* hit, by the source's call; nt = no result given.

SMILES	PDI inh	Vif inh	KKLEB cytotox	CaV13 FRET inh	NR2E3 ag-1	TRPM1 prom inh	Shn3 3UTR inh	CF NFkB inh	NR2E3 ag-2	HIF-2a inh	Peg3 prom inh
CCCn1c(C)cc(/C=C(\C#N)C(=O)OCC(=O)Nc2ccc(OC)c(Cl)c2)c1C	-6	-6	-5	-7	-9	-5	5	-10	3	-45	-45
O=C(CN(c1cc(Cl)ccc1Cl)S(=O)(=O)c1ccccc1)N1CCOCC1	-5	12	13	-6	-5	4	3	-33	1	14	21
O=C(O)c1cccc(-n2cccc2/C=C2/NC(=O)N(Cc3ccccc3F)C2=O)c1	-9	1	-5	-5	-14	13	-20	17	3	17	16
O=C1c2ccccc2NC(c2ccc(-c3cccs3)o2)N1O (configuration not stated)	1	-3	-5	-6	-112	-80	-63	-27	0	-261	-226
N/C(=N\OC(=O)COc1ccc(Br)cc1)c1cccc([N+](=O)[O-])c1	-6	-4	-24	-5	-11	4	10	28	3	11	-2
O=C(NCCCN1CCOCC1)C1CCC(=O)N1C1CCCCC1 (configuration not stated)	11	-4	6	-5	-7	11	9	13	3	9	9
CC1ON=C(c2ccccn2)N(Cc2ccc(S(C)(=O)=O)cc2)C1=O (configuration not stated)	4	0	3	-6	-25	nt	2	4	nt	6	-2
O=C(O)c1ccc(N/N=C/c2ccc(-c3ccc(Cl)cc3Cl)o2)cc1	-5	18	-4	4	-73	-48	7	41	1	-273	-191
Cc1cc2cc(C)c3nnc(SCc4ccccn4)n3c2cc1C	-11	-3	-9	-5	6	-17	5	7	-3	15	5
Cc1cc(=O)[nH]c(SCC(=O)Nc2ccc(S(=O)(=O)N3CCCCC3)cc2)n1	-1	3	-4	-4	-2	7	-3	-13	1	16	-7
CC(C)n1cnnc1SCC(=O)NNC(=O)COc1ccc(Cl)cc1	0	1	5	-6	-25	17	8	2	2	0	-2
CN(CCCC(=O)Nc1nccs1)S(=O)(=O)c1ccc(Cl)cc1	5	1	-8	-5	0	-9	11	20	0	-6	-12
OCC1(CCCc2ccccc2)CCN(Cc2ccc(F)cc2)CC1	-4	-3	-5	-5	8	10	2	8	2	9	3
COc1ccc(SCCN2CC[C@@H](O)CCC2=O)cc1	-5	-3	-1	-6	-23	4	-24	8	0	7	-7
C=CCNC(=O)c1ccc(Cl)cc1Cl	1	nt	2	nt	-14	0	-15	-9	5	8	-6
COc1ccc(NS(=O)(=O)c2cc(NC(=O)CNC(=O)c3cccc(OC)c3)ccc2C)cc1	-29	-6	-1	nt	-18	69*	-8	-24	2	26	13
COc1ccc(CCN2CC(C(=O)OCC(=O)Nc3c(C)nn(-c4ccccc4)c3C)CC2=O)cc1OC (configuration not stated)	5	nt	0	-4	-8	-7	-26	-11	1	0	3
O[C@@H]1CN(Cc2cccs2)[C@@H](c2ccccc2)C[C@H]1n1cc(C2CC2)nn1	1	4	9	-11	-3	nt	7	-23	nt	-17	10
Cc1ccccc1NC(=O)C1(NC(=O)c2cccc(N3C(=O)CSC3c3ccccc3)c2)CCCCC1 (configuration not stated)	11	-3	2	-8	16	9	25	5	3	20	14
CNC(=O)C1CCC(=O)N1Cc1c[nH]c2ccccc12 (configuration not stated)	nt	4	8	-4	4	nt	9	-18	nt	8	-6
CC(C)(C)c1ccc(OCCC(=O)NNC(=O)c2ccncc2)cc1	-6	0	-10	-6	-19	1	-14	-5	2	-11	-14
Cc1cc(C)c2nc(SCC(=O)NNC(=O)c3ccco3)c(C)cc2c1	10	15	-12	7	-12	-16	54	8	-2	5	-2
CCC(C)NC(=O)CSc1nc2ccccc2c(=O)n1CCCC(=O)NCC1CCCO1 (configuration not stated)	0	5	7	-4	5	-1	1	5	-6	10	3
COc1cc(CCNC(=O)CCCn2c(=O)c3cccn3c3cccnc32)cc(OC)c1OC	-9	22	-21	-3	0	1	6	18	0	-8	3
CCCCc1nc2cc(C(=O)N3CCCCC3C(=O)OC)ccc2o1 (configuration not stated)	3	-3	-13	-7	-76	-63	-70	15	-3	-195	-190
Cc1ccc(C)c(S(=O)(=O)N2CCN(C(=O)CSc3ccccc3)CC2)c1	2	9	-9	-2	9	-2	-18	2	nt	11	8
C/C(=N\NC(=O)c1ccc(F)cc1)c1ccccn1	-5	11	-10	-4	-61	44	89*	-7	-1	-125	15
CC(Oc1ccc2c3c(c(=O)oc2c1)CCCC3)C(=O)NCc1ccccn1 (configuration not stated)	3	-1	-3	-4	-15	6	-9	3	-1	-4	9
COc1ccc(-c2nc3n(c2C)Cc2ccccc2-3)cc1	0	-2	-16	5	-72	-76	-104	-10	-1	-288	-275
CCOc1ccc(NS(=O)(=O)c2ccc(NS(=O)(=O)c3ccccc3)cc2)cc1	9	-7	-7	-9	9	-1	14	4	2	14	16
CCn1c(-c2cc(Cl)ccc2OC)n[nH]c1=S	-2	-13	6	-2	-4	-9	1	-9	1	-6	9
CC(OC(=O)Cn1[nH]c(=O)c2ccccc2c1=O)C(=O)Nc1ccc(F)cc1Cl (configuration not stated)	9	-1	11	-6	-8	-8	-5	-9	2	-6	-7
CC(CCc1ccccc1)NC(=O)C(=O)NCCO (configuration not stated)	21	nt	-17	-9	-5	1	-12	10	4	-1	7
CN1CCN(C(=O)c2ccccc2-c2ccccc2C(=O)O)CC1	3	-1	0	-6	-8	-4	12	-4	-1	6	5
COc1cc(/C=C/C(=O)OCC(=O)NCCC2=CCCCC2)cc(OC)c1OC	1	5	-1	-5	-16	-3	-1	-12	nt	-6	0
O=C(c1ccc(Oc2ccc(Cl)cc2)c([N+](=O)[O-])c1)N1CCCC1	-3	-2	5	-4	-2	-6	11	-46	0	-6	10
O=C1NC(NS(=O)(=O)c2ccccc2)(C(F)(F)F)C(=O)N1CCc1ccccc1 (configuration not stated)	5	2	0	-7	-2	-5	-6	4	6	-6	-11
Nc1nc(CSCCO)nc(Nc2ccc(F)cc2)n1	-17	-10	-2	-5	-18	5	-27	-6	-5	-33	-4
CSc1nc(N2CCOCC2)c2c3c(sc2n1)CCC3	6	0	-13	-4	-18	8	4	19	2	17	13
COc1ccc(N2CCN(C(=O)C3CCCN(S(=O)(=O)c4c(C)noc4C)C3)CC2)cc1 (configuration not stated)	-1	-6	8	-15	-7	1	-9	-28	1	13	-5
COc1ccc(S(=O)(=O)NCCNC(=O)N2CCOCC2)cc1	-1	2	-10	-2	12	4	-6	-45	-2	10	-3
COc1ccc(N2CCN(CC(=O)c3c[nH]c4ccccc34)CC2)cc1	8	-4	-6	-4	11	11	nt	15	1	3	-16
CCOc1ccc(S(=O)(=O)N(C)CC(=O)N2CCCC2)cc1	-14	22	11	-5	-3	3	27	-10	1	15	16
Cc1ccccc1-c1cc2nc(NCc3ccc(N(C)C)cc3)n(C)c(=O)c2s1	0	-29	-5	-7	-98	nt	-15	2	nt	-172	-94
Nc1cc(S(=O)(=O)c2ccc(O)c(N)c2)ccc1O	13	0	-7	-4	-15	0	2	17	-1	13	14
O=C(N/N=C\c1cc2c(cc1[N+](=O)[O-])OCO2)c1cccs1	0	0	15	nt	-1	-18	-13	-48	nt	-56	-72
CCC(=O)c1ccc(OCC(=O)Nc2cc(S(=O)(=O)N3CCCCC3)ccc2OC)cc1	-4	nt	13	-3	-5	16	11	-14	1	24	9
CC(C)CCn1c(CN2CCN(C(=O)c3ccco3)CC2)nc2c1c(=O)n(C)c(=O)n2C	4	19	-19	-7	-5	1	8	-11	3	10	4
COc1ccc(NC(=O)/C(C#N)=C/c2ccc(Br)o2)cc1	2	5	12	-10	-5	-30	-12	-2	6	-114	-117
COC(=O)c1c(NC(=O)CSc2nc(-c3ccco3)cc(C(F)(F)F)n2)sc2c1CCCC2	5	-1	-40	-7	-8	3	19	11	0	8	27
Cc1cc(-c2nnc3sc(-c4ccc(Cl)cc4Cl)nn23)n[nH]1	-14	4	-2	-7	-18	1	-22	-21	3	-8	-10
Cc1cc(NC(=O)c2ccc(F)cc2)n(-c2ccccn2)n1	-5	-3	6	-5	0	-2	-26	-43	-1	-21	8
COc1cc(C(=S)N2CCOCC2)ccc1OC(=O)c1cc(OC)c(OC)c(OC)c1	2	-3	3	-3	10	-1	7	4	0	16	-3
CCCCSCc1[nH]c(=O)[nH]c1C(=O)CCCCC(=O)OCC	5	2	-6	-4	-11	-4	2	9	-23	5	4
COCc1nnc(SCC(=O)NC(C)c2ccccc2)n1-c1ccccc1 (configuration not stated)	8	-1	3	nt	-6	2	10	-8	1	-8	1
CCCCN(Cc1cc2cccc(C)c2[nH]c1=O)S(C)(=O)=O	2	-5	-8	-5	21	-1	-15	-10	6	15	16
O=C(NC1CCCCC1)C(Cc1ccccc1)NS(=O)(=O)c1cccs1 (configuration not stated)	2	5	-9	-4	14	-2	-8	12	-1	-1	0
CCCc1cc(C(=O)OC)c(NC(=O)CCCC(=O)O)s1	-4	-8	11	8	-1	2	8	-9	-2	13	9
CCOC(=O)CSc1nnc(SCCN2C(=O)c3ccccc3C2=O)s1	-1	19	11	0	1	1	-6	-14	-1	12	-3
CCOC(=O)C1CCN(C(=O)NC23CC4CC(CC(C4)C2)C3)CC1	2	-1	3	-8	-1	-6	-5	0	4	1	7
COc1cccc(CNC(=O)c2ccc(NC(=O)CC3SC(N4CCCCC4)=NC3=O)cc2)c1 (configuration not stated)	4	-3	-1	-5	13	2	-12	2	1	-11	-16
O=C(O)c1ccccc1NCN1C(=O)C2CC=C(Cl)CC2C1=O (configuration not stated)	3	-8	-2	-3	-14	14	-47	5	-6	17	2
Cc1ccc(Nc2nc(-c3ccc(S(=O)(=O)N4CCCC4)cc3)cs2)cc1C	8	-14	-40	nt	-39	28	77	21	1	-150	-50

Entries shown so far that have a nitro group on carbon, in the order listed:
SMILES	PDI inh	Vif inh	KKLEB cytotox	CaV13 FRET inh	NR2E3 ag-1	TRPM1 prom inh	Shn3 3UTR inh	CF NFkB inh	NR2E3 ag-2	HIF-2a inh	Peg3 prom inh
N/C(=N\OC(=O)COc1ccc(Br)cc1)c1cccc([N+](=O)[O-])c1	-6	-4	-24	-5	-11	4	10	28	3	11	-2
O=C(c1ccc(Oc2ccc(Cl)cc2)c([N+](=O)[O-])c1)N1CCCC1	-3	-2	5	-4	-2	-6	11	-46	0	-6	10
O=C(N/N=C\c1cc2c(cc1[N+](=O)[O-])OCO2)c1cccs1	0	0	15	nt	-1	-18	-13	-48	nt	-56	-72

Bioassay records from PubChem BioAssay.
